SENP8 block-1 – human SENP8 protease inhibitors, primary screen, biochemical, fluorescence, Nedd8 protein substrate, uHTS. recombinant SENP8. inhibition, % at 20 µM. 0.64% of 360,000 active. AID 602440, 2012; in the data active = inhibition mostly above about 40%, no sharp cut-off; inactive = mostly below about 27%
SENP1 inh – human SENP1 catalytic domain inhibitors, primary screen, biochemical, FRET, uHTS. Sentrin-specific protease 1 (Homo sapiens), Q9P0U3. recombinant SENP1 catalytic domain, CyPet-SUMO1-YPet FRET cleavage. inhibition, % at 10 µM. 0.21% of 360,000 active;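 active = inhibition at least 30% at 10 µM, raw YFP signal under a set limit, fluorescence ratio 0.5 to 1.5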;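 note: 0% = enzyme with DMSO and 100% = no enzyme wells; some results filed as inactive read as strong as hits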
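Test system: recombinant human SENP1 catalytic domain, His6-tagged / Medium: pH 8 Tris buffer with EDTA, NaCl, BME, BSA, NP40, catalase / Also added: SUMO1 FRET substrate flanked by Cypet and Ypet, 25 nM / Times: 50 min reaction at room temperature / Signal: FRET, CFP and YFP emission / Control set: no-enzyme low control and enzyme-plus-DMSO high control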
SENP6 inh – SENP6 protease inhibitors, primary screen, biochemical, luminescence, uHTS; Sentrin-specific protease 6 (Homo sapiens), Q9GZR1; Recombinant SENP6 catalytic domain, aminoluciferin luminescence; inhibition, % at 10 µM; 1.8% of 330,000 active; AID 2599, 2010;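 active = inhibition above about 50% at the single tested dose, limit read from the data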;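 note: plate controls were DMSO wells with enzyme for no effect and DMSO wells lacking enzyme for full effect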
SENP7 inh – SENP7 protease inhibitors, primary screen, biochemical, luminescence, uHTS; 1.5% of 330,000 active; inhibition, % at 5 µM; recombinant SENP7, Z-RLRGG-aminoluciferin luminescence, 40 min; AID 434973, 2010;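 active = inhibition above about 50% at the single test dose, limit read from the data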;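 note: plate controls were DMSO with enzyme for no effect and no enzyme buffer wells for full effect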
APOBEC3G inh – APOBEC3G DNA deaminase inhibitors, primary screen, biochemical, fluorescence, single-stranded DNA substrate, uHTS. AID 493012, 2011. recombinant A3G, ssDNA deamination FAM/TAMRA fluorescence. 0.28% of 330,000 active. inhibition, % at 20 µM;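 active = inhibition of at least 40% at 20 µM, with no more than 30% in the related APOBEC3A deaminase screen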;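 note: plate controls were DMSO wells with A3G for no effect and wells lacking A3G enzyme for full effect; some compounds called inactive have numbers as strong as hits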
UBC13 inh – UBC13 polyubiquitin chain formation inhibitors, primary screen, biochemical, TR-FRET, uHTS. Ubiquitin-conjugating enzyme E2 N (Homo sapiens), P61088. inhibition, % at 20 µM. 0.47% of 330,000 active. AID 485273, 2010; in the data active = inhibition above about 45%, passing the limit was not always enough
SENP8 block-2 – SENP8 protease inhibitors, primary screen, biochemical, luminescence; purified SENP8, Z-RLRGG-aminoluciferin cleavage; 1.2% of 330,000 active; AID 2540, 2010; inhibition, % at 10 µM; Sentrin-specific protease 8 (Homo sapiens), Q96LD8; in the data active = inhibition above about 50%
Apaf-1 inh – inhibitors of human Apaf-1 apoptosome, primary screen, biochemical, DEVD-Rh110 fluorescence, uHTS | Apoptotic protease-activating factor 1 (Homo sapiens), O14727 | reconstituted apoptosome caspase-3 activity | inhibition, % at 20 µM | 0.71% of 330,000 active | AID 489030, 2010; active = inhibition of at least 40% at 20 µM;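 note: plate controls were DMSO wells for no effect and DEVD-CHO caspase inhibitor wells for full effect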
Target sequence (O14727 whole entry, looked up): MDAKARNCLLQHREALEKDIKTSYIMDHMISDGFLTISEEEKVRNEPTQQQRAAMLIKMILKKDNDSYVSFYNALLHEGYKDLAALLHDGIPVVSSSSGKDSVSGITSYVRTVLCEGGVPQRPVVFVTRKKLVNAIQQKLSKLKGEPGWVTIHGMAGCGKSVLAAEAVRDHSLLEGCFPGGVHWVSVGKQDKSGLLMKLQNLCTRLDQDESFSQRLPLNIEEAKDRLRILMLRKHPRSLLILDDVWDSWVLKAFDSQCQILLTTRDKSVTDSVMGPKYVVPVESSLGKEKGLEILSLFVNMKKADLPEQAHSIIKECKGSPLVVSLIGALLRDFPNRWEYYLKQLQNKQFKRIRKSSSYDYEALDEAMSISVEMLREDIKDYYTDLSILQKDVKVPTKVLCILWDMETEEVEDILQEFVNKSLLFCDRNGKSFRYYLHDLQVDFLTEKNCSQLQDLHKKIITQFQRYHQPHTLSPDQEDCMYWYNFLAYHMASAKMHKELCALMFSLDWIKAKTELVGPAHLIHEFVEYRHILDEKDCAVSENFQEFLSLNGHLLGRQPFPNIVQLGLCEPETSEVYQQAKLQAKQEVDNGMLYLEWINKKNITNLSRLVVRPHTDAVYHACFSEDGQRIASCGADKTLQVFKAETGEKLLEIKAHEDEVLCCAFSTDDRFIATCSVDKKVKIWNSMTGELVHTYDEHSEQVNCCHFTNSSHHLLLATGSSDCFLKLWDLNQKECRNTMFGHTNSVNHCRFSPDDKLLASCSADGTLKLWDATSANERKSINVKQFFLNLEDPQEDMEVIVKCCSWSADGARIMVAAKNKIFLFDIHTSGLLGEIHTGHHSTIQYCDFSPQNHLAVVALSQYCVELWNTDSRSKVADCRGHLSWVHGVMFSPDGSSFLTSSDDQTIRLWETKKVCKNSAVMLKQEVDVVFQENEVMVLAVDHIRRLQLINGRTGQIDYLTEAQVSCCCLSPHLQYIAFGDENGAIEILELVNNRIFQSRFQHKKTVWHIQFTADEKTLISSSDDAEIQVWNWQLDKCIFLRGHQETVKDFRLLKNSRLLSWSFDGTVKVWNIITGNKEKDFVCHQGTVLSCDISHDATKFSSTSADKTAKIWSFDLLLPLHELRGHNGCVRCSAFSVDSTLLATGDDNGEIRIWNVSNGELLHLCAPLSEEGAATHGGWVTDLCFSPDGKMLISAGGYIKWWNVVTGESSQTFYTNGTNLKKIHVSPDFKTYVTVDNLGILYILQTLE
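System: Apoptosome proteins | Medium: Hepes pH 7.5 with detergent and BSA | Also added: Cytochrome c trigger plus (Z-DEVD)2-Rh110 caspase-3 substrate | Incubation: 30 min compound preincubation, 50 min activation, room temperature | Detection: Rhodamine 110 fluorescence at Ex 480/Em 540 nm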
Starred values were filed as active, the others as inactive; . = no result given.

SMILES	SENP8 block-1	SENP1 inh	SENP6 inh	SENP7 inh	APOBEC3G inh	UBC13 inh	SENP8 block-2	Apaf-1 inh
COc1ccc(-c2c(-c3ccccc3)c(C(=O)C(=O)NCCCN(C)C)n3ccc4cc(OC)c(OC)cc4c23)cc1OC	-47	-51	-3	-8	-2	9	-11	18
N#Cc1ccc(NC(=O)COC(=O)c2cccnc2Cl)cc1	6	2	11	2	-5	-1	7	-2
COc1nc(-c2ccc(C)cc2)ccc1-c1noc(-c2cccnc2)n1	-240	-55	-8	-3	-6	30	-5	5
O=C(Nc1ccccc1N1CCCC1)c1ccc(Br)o1	4	-4	-19	6	-2	-13	-5	6
COC(=O)c1ccccc1NC(=O)CC(NCc1ccccc1)C(=O)O (stereo unspecified)	.	.	13	-6	-2	11	4	-25
O=C(Nc1cnc2sccn2c1=O)c1ccccc1Cl	3	5	32	-1	0	-6	10	-7
COc1ccc(OC)c(CC(NC(C)=O)C(=O)NC2CCN(c3c(Cc4ccccc4)c(C)nc4ncnn34)CC2)c1 (stereo unspecified)	11	-2	-6	-4	-7	9	-10	-3
COc1cc2c3nnc(-c4ccc(F)cc4)c-3cn(Cc3ccc(C)cc3)c2cc1OC	-403	-41	-3	3	-10	49*	-9	37
COc1ccc(S(=O)(=O)N2CCN(C(=O)c3cc(C)on3)CC2)cc1	1	0	-17	1	-8	-12	-13	12
CCC(C(=O)O)N1C(=O)/C(=C/C(C)=C/c2ccccc2)SC1=S (stereo unspecified)	35	-2	8	2	2	-2	0	-5
CCOC(=O)CNC(=O)C1CCCN(c2ncccn2)C1 (stereo unspecified)	-25	-7	-23	-1	-7	-17	-3	4
CCOc1cc(/C=C2/C(=O)ON=C2C)ccc1OCc1ccccc1F	9	3	1	3	-4	-13	-3	-10
O=C(NC1CCCCC1)C1c2ccccc2C(=O)N1Cc1ccc2c(c1)OCO2 (stereo unspecified)	-4	-1	15	6	-6	9	-1	-11
CCCCCCCCNC(=O)c1cnsn1	9	2	0	2	-3	1	4	2
Cc1ccc(CCNS(=O)(=O)c2cc(Br)cnc2N)cc1	-7	1	-26	-3	-3	5	-3	-7
CC1Sc2ccc(S(=O)(=O)N3CCC(C(=O)N(C)Cc4ccccc4)CC3)cc2NC1=O (stereo unspecified)	11	2	14	-12	1	-3	-3	13
C=CCN(C(=O)CC(NC(C)=O)c1ccccc1)c1nc(-c2ccc(S(C)(=O)=O)cc2)cs1 (stereo unspecified)	-270	-1	-4	6	-13	0	1	6
CCOc1nc2cnccc2n(CC(=O)Nc2c(F)c(F)cc(F)c2F)c1=O	8	0	-1	9	-4	-12	6	-16
O=C(O)CCCNc1cc(N2CCN(C(=O)c3ccco3)CC2)c2noc3c2c1C(=O)c1ccccc1-3	77*	83*	38	15	79	-137	24	60*
Cc1ccc(-c2nnn(CC(=O)N(Cc3ccc(F)cc3)C(C(=O)NC3CCCC3)c3ccncc3)n2)o1 (stereo unspecified)	0	-5	-18	-3	-8	-8	-7	17
O=C(O)COc1ccc(-c2nnn(CC(=O)O)n2)cc1	6	0	-1	2	-3	-5	-2	-10
O=C(C1CCN(Cc2cccs2)CC1)N1CCN(Cc2ccc3c(c2)OCO3)CC1	10	0	1	4	-2	2	1	-2
O=S(=O)(CCc1ccncc1)C1Cc2cccc3cccc1c23 (stereo unspecified)	-12	-4	5	-12	-4	0	0	-1
CCOC(=O)/C=C1\SCC(=O)N1CC(=O)NC(c1ccccc1)c1ccccc1	6	4	5	6	7	-5	-1	10
COc1cc(C=O)ccc1OCCOCCOc1ccccc1Cl	13	3	-14	12	-4	-1	-6	15
Cc1ccc(C(=O)N2CCN(c3ccccn3)CC2)cc1	-13	-2	23	8	-9	-2	2	-6
COc1ccc(NC(=O)CSCc2cc(=O)n3c(C)csc3n2)cc1	-27	-1	-4	1	7	-1	-4	1
Cc1ccc(C)c(NC(=O)c2ccc(OCc3c(C)noc3C)cc2)c1	9	-1	6	-6	-8	-2	2	-4
CC(C)Oc1ccc(Cn2c(=O)sc3ccccc32)cc1	19	0	1	11	-4	1	-6	13
CSc1ccc(CN2CCC(n3nccc3NC(=O)c3ccccc3C)CC2)cc1	1	2	13	-1	-4	2	12	9

Next part, overlapping the part above by 3 compounds.
SMILES	SENP8 block-1	SENP1 inh	SENP6 inh	SENP7 inh	APOBEC3G inh	UBC13 inh	SENP8 block-2	Apaf-1 inh
Cc1ccc(C)c(NC(=O)c2ccc(OCc3c(C)noc3C)cc2)c1	9	-1	6	-6	-8	-2	2	-4
CC(C)Oc1ccc(Cn2c(=O)sc3ccccc32)cc1	19	0	1	11	-4	1	-6	13
CSc1ccc(CN2CCC(n3nccc3NC(=O)c3ccccc3C)CC2)cc1	1	2	13	-1	-4	2	12	9
CN(Cc1ccccc1)C(=O)COc1ccc2ccccc2c1	14	-6	-2	-1	-2	1	-2	9
CCn1c2ccccc2c2cc(NC(=O)CN(C)CC(=O)Nc3ccc(N4CCOCC4)cc3)ccc21	-75	-2	-13	-5	-7	17	-1	10
Cc1ccc(N(CC(=O)Nc2ccc(F)c(Cl)c2)S(=O)(=O)c2c(C)noc2C)cc1	28	0	-17	6	-3	7	-5	26
O=C1N[C@H](Cc2ccccc2)C(=O)N[C@H]1Cc1cn(S(=O)(=O)c2ccccc2)c2ccccc12	.	.	-7	4	0	4	-9	10
O=C(C1CC(=O)N(c2ccccc2)C1)N1CCN(c2ccccc2)CC1 (stereo unspecified)	11	0	-10	1	-5	-1	-5	-20
CC(C)(C)OC(=O)NCCCCCc1cn(CC(=O)NCCCCCCCCCCC(=O)N2CCN(C(=O)OC(C)(C)C)CC2)nn1	5	-2	-6	1	6	-10	-2	3
Cn1nc(C(=O)Nc2nnc(C3CC3)s2)c2ccccc2c1=O	5	2	-9	5	-1	-3	2	-2
O=C(C[n+]1cccc(O)c1)NCc1ccc(Cl)cc1	4	0	9	-5	-6	5	1	-3
CC(C)c1ccc(-c2csc3nc[nH]c(=O)c23)cc1	-4	-5	22	5	-4	-11	-10	1
COc1cccc(/C=C2\Oc3cc(OCC(=O)N4CCCC4)ccc3C2=O)c1OC	-343	-2	6	-2	-3	0	2	1
COc1ccccc1N(C)S(=O)(=O)c1ccc(C(=O)OCC(=O)N2CCC2)cc1	0	3	-2	-5	-4	8	11	-6
Cc1nnc(SCC(=O)NCc2ccc(Cl)cc2)[nH]c1=O	30	1	-15	-7	-3	-8	-9	0
CCOc1ccccc1N1CCN(C(=O)c2cc(S(=O)(=O)N(C)C)ccc2N2CCCC2)CC1	-28	0	-5	-10	-5	1	11	16
COc1ccc(Cl)cc1S(=O)(=O)N1CCC(C(=O)N2CCOCC2)CC1	9	1	-12	17	-8	-4	-18	-8
Cc1c(OC(C)C(=O)NCCCn2ccnc2)ccc2c3c(c(=O)oc12)CCC3 (stereo unspecified)	-234	-26	-4	2	-4	8	-10	2
CC(C)(C)n1ncc2c(=O)n(CC(=O)NCc3ccc(F)cc3)cnc21	27	-2	-1	5	-4	5	-4	3
CCOc1cccc2cc(C(=O)NCc3ccccc3Cl)c(=O)oc12	-129	2	-13	-16	20	-6	-10	-6
N#CCCCC#Cc1ccc2c(c1)COc1c3ccccc3nn1-2	13	1	93*	89*	-11	4	90*	24
COc1ccc2c(c1)[nH]c1c(=O)n(CCN(C)C)cnc12	12	-3	-13	0	-8	3	4	-7
Cc1ccc(NC(=O)c2n[nH]c(=O)c3ccccc23)cc1S(=O)(=O)N1CCOCC1	12	2	0	-2	-3	0	7	7
O=C(CCNS(=O)(=O)c1ccccc1C(F)(F)F)NCc1ccc2c(c1)OCO2	19	1	-10	-8	-8	-18	-15	9
COc1ccc(C2CC(=O)C(C=NCCCN3CCOCC3)=C(O)C2)cc1 (stereo unspecified)	15	-8	-8	3	-4	2	1	-8
Cc1nc(Sc2ccc(Br)cc2)c(C#N)c(C)c1[N+](=O)[O-]	18	1	-5	4	-4	-8	9	-15
Cc1ccccc1Cn1c(=O)n(CCCC(=O)NCc2ccco2)c(=O)c2ccccc21	12	-2	9	7	2	1	5	-2
CCN(CC)C(=O)CN1C(=O)C2(OCC(C)(C)CO2)c2ccccc21	10	0	-4	-6	-4	-17	-13	1
Cc1ccc(-c2nn3c(C)nnc3s2)cc1N	-96	-15	14	5	-5	-3	-11	-23
N#Cc1c(Cl)nsc1NC(=O)c1ccccc1	-109	-16	-11	16	-5	10	42	-6
CN1C(=O)c2ccccc2C(C(=O)NCCCN2CCCC2)C1c1c[nH]c2ccccc12 (stereo unspecified)	25	-1	11	4	-2	8	8	-2
CCOC(=O)c1cnc2c(C)c(-c3ccccc3)[nH]n2c1=O	-306	-59	-2	7	-8	8	-3	11
CCCc1cc(=O)[nH]c(SCC(=O)Nc2cc(S(=O)(=O)N(CC)c3ccccc3)ccc2Cl)n1	19	3	-7	0	-3	-17	1	22
Cc1ccc(NC(=O)C2=CN3CCS(=O)(=O)N=C3C=C2)cc1	-12	-1	-8	-7	-2	-24	-19	2
O=C(Cc1ccc(Cl)cc1)Nc1ccc(NC(=O)c2ccccc2)cc1	-43	2	12	6	-2	-4	3	-14
O=C(N/N=C/c1cccnc1)c1ccccc1	15	-2	-5	-14	-5	-2	-2	10
CCc1ccc2c(c1)C(c1ccc([N+](=O)[O-])cc1)=NNC(c1ccc(Br)cc1)=N2	23	2	-4	1	-7	4	2	12
NNC(=O)CCn1nnc2ccccc21	12	-3	-8	-18	-5	-1	-6	-4
Cc1cc(C)cc(NC(=O)C2CCN(S(=O)(=O)c3ccc4[nH]c(=O)ccc4c3)CC2)c1	-6	-4	0	5	-7	-5	-2	2
CCCCC(=O)Nc1ccc(C(=O)NNC(=O)c2ccc(C)c(Br)c2)cc1	18	0	-11	-1	9	-4	3	-9
CC(NS(=O)(=O)c1ccc(Cl)cc1)C(=O)N1CCOCC1 (stereo unspecified)	7	0	-17	3	0	2	1	-1
CCN(CC)c1ccc(C(=S)N2CCN(c3ccccc3)CC2)cc1	20	1	-10	-12	0	-6	-17	19
Nc1nnc(SCC(=O)Nc2cccc(S(N)(=O)=O)c2)s1	8	0	17	9	-17	9	8	-22
Cc1ccc(CCNC(=O)c2nc(CS(=O)(=O)c3ccc(Cl)cc3)no2)cc1	4	1	-19	1	-7	8	-2	10
Cc1ccc(C2=CSC3=NNC4(CCCCC4)NN23)cc1	16	-7	7	0	-9	-3	0	10
O=C(Cc1ccccc1)NCC(=O)OCC(=O)c1cccs1	12	1	-4	2	-6	2	2	-5
CCN(C(=O)COC(=O)CCc1ccc(OC)cc1)c1c(N)n(Cc2ccccc2)c(=O)[nH]c1=O	1	-1	-1	-9	-7	-3	5	4
COc1cc(-c2cc(OC)c3c(C)oc(C)c3c(=O)c2)ccc1O	8	-5	-4	6	-7	8	-6	-13

Source: PubChem BioAssay (Sanford-Burnham Center for Chemical Genomics)
